# Source: PubChem
# NCI-60 one-dose screen, 48 h, at 10 µM unless noted. Numbers give growth in % (100 = growth as untreated, 0 = no growth, -100 = all killed).
# HOP-62 = HOP-62 NSCLC; AID 1794735; 80,000 tested, 3.9% active
# SK-MEL-5 = SK-MEL-5 melanoma | AID 1794755 | 80,000 tested, 6.4% active
# LOX IMVI = LOX IMVI melanoma; 79,000 tested, 7.4% active; AID 1794757
# A549/ATCC = A549/ATCC NSCLC | 81,000 tested, 3.7% active | AID 1794740
# CCRF-CEM = CCRF-CEM leukemia | 77,000 tested, 7% active | AID 1794778
# M14 = M14 melanoma. 80,000 tested, 6.2% active. AID 1794745
# HOP-92 = HOP-92 NSCLC cells | AID 1794738 | 71,000 tested, 6.3% active
# EKVX = EKVX NSCLC. 71,000 tested, 3% active. AID 1794765
# Numbers without * were called inactive; . = no result given; & = joins results of further samples. How the source made its calls: active means growth percent below 10; inactive means the rest.
# Order of values: HOP-62, SK-MEL-5, LOX IMVI, A549/ATCC, CCRF-CEM, M14, HOP-92, EKVX
- CCN1CCN(c2nc3ccccc3c3c(=O)c4ccccc4sc23)CC1
  39.4, 7.4*, 23.5, 31.0, 29.2, -18.5*, ., 59.1
- CC(=O)OCCC12CCC(CC1Cl)C2(C)C (stereo not drawn)
  91.2, 107.6, 97.1, 97.6, 96.2, 103.6, 94.4, 113.8
- COc1ccc2[nH]cc(C3(c4c[nH]c5ccc(OC)cc45)C(=O)Nc4ccc(F)cc43)c2c1
  83.3, 84.1, 58.5, 75.3, 15.4, 86.7, ., 37.0
- O=C(O)/C=C/c1ccc([N+](=O)[O-])o1
  116.6, 99.1, 92.8, 106.1, 103.2, 103.5, 111.7, 117.2
- CCCC(=O)Oc1ccc(/C(=C(/C)Cc2ccc(OC)cc2)c2ccc(OCCCN(C)C)cc2)cc1
  85.8, 96.2, 89.1, 97.8, 102.6, 99.8, 86.2, 92.2
- NS(=O)(=O)c1cc(C2(O)NC(=O)c3ccccc32)ccc1Cl (stereo not drawn)
  109.2, 115.0, 98.8, ., 98.9, 103.9, 103.6, 108.4
- COc1ccc(Nc2nc(SCCC(C)C)nc(-c3ccc(OC)cc3)c2C#N)cc1
  78.3, 95.0, 92.7, 83.9, 69.7, 96.6, 81.4, 97.1
- C=CCOC(=O)NC(CCC(=O)O)C(=O)O (stereo not drawn)
  112.9, 103.1, 104.8, 107.4, 99.5, 101.5, 126.2, 109.0
- O=C(O)CCCn1c(=O)c2sc3ncccc3c2n2nnc(-c3ccccc3)c12
  104.3, 112.3, 99.0, 102.2, 85.6, 99.1, 88.5, 110.9
- COC(=O)/C=C1\Sc2ccccc2NC1=O
  90.2, 108.2, 94.0, 116.1, 94.2, 99.8, 96.1, 108.6
- Brc1ccccn1
  107.8, 102.0, 98.3, 113.4, 97.5, 112.8, 88.4, 105.2
- Cc1c(C(N)=O)sc2c1c(=O)n(Cc1ccccc1)c1nnc(SCC(=O)Nc3ccc(Cl)cc3)n21
  -6.1*, 51.8, 41.8, 20.7, ., 40.5, ., 50.2
- Cn1c(=O)[nH]c2c(cnn2C)c1=O
  109.1, 104.4, ., 105.5, 98.5, 111.2, 104.5, 94.2
- C/C(=N\NC(=O)Cn1c(C(C)C)nc2ccccc21)c1ccc(Br)c([N+](=O)[O-])c1
  87.9, 98.8, 91.3, 99.2, 98.4, 102.4, ., 97.5
- O=C(OC1C2COC(O2)C(OC(=O)c2ccccc2)C1OC(=O)c1ccccc1)c1ccccc1 (stereo not drawn)
  96.2, 91.5, 96.7, 90.6, 96.5, 97.5, 87.6, .
- c1ccc(C2=NN=C(N3N=C(c4cc5ccccc5o4)CC3c3c[nH]c4ccccc34)SC2)cc1 (stereo not drawn)
  ., 95.1, 92.1, 96.7, 101.1, 93.8, 85.1, 49.9
- O=C1c2cccc3cccc(c23)C(=O)N1Nc1nc(NC2CCCCC2)nc(N2CCOCC2)n1
  91.3, 92.7, 91.1, 95.0, 90.1, 95.4, 86.3, 90.0
- CC(C)(C)c1cc(-n2c(-c3cc4ccccc4[nH]c3=O)nc3cc(C(=O)OCCc4ccccc4)ccc32)n[nH]1
  104.2, 75.6, ., 81.3, 89.6, 89.5, ., .
- COc1cc(OC)cc(-n2cc(-c3ccc(Cl)c(Cl)c3)n(C(C)=O)c2=O)c1
  100.7, 79.3, 84.7, 95.1, 118.4, 96.9, 45.2, 93.4
- CCCCCCN(CCCCCC)CCC(O)c1ccc2ccccc2c1 (stereo not drawn)
  101.0, ., 40.5, 74.5, 41.8, 50.2, 2.4*, 71.0
- O=C(OC1=C(OC(=O)c2ccc(N=Nc3ccccc3)cc2)c2ccccc21)c1ccc(N=Nc2ccccc2)cc1
  98.3, 92.6, 90.4, 97.5, 110.6, 100.1, 82.6, 108.0
- NC(=S)N/N=C(/c1ccccc1)c1ccc2nc(-c3ccc(Cl)cc3)[nH]c2c1
  105.9, 97.3, 92.6, 106.1, 72.8, 92.5, 107.1, 92.0
- CC(O)CN1CCN(CC(C)O)C(C)C1 (stereo not drawn)
  100.6, 104.2, 95.6, 88.4, 110.1, ., ., 183.1
- CC1C=CCC2C(=O)OC(=O)C12 (stereo not drawn)
  92.8, 100.4, 103.2, 111.1, 53.9, 93.7, 86.7, .
- CC(C#N)CCl (stereo not drawn)
  105.8, 101.2, 95.1, 86.5, 100.2, 111.5, 84.2, 115.4
- CC1(C)CC[C@]23CC[C@]4(C)[C@H](CC[C@@H]5[C@@]6(C)Cc7cn[nH]c7C(C)(C)[C@@H]6CC[C@]54C)[C@H]2[C@H]1OC3
  107.3, 97.5, 102.5, 100.2, 103.0, 108.8, 104.7, 96.8
- O=C1c2cccc3cccc(c23)C(=O)N1Nc1nc(N2CCN(c3ccccc3)CC2)nc(-n2cnc3ccccc32)n1
  90.7, 77.0, 87.3, 98.9, 90.4, 88.3, 44.1, 90.8
- CCC(=O)Oc1ccc[nH]c1=O
  99.9, 97.8, 41.3, 98.1, 98.6, 99.7, 105.7, .
- O=C(OCC(O)CO)c1c(Cl)c(Cl)c(Cl)c(Cl)c1-c1c2cc(I)c(=O)c(I)c-2oc2c(I)c(O)c(I)cc12 (stereo not drawn)
  91.4, 98.6, 95.0, 92.5, 117.3, 106.6, 90.2, 83.7
- O=C1/C(=C/c2ccc(B(O)O)cc2F)Oc2cc(O)ccc21
  96.3, 94.7, 94.3, 91.1, 96.9, 98.3, 107.1, 96.2

# 5 compounds drawn at random from the list so far, as already listed:
# Order of values: HOP-62, SK-MEL-5, LOX IMVI, A549/ATCC, CCRF-CEM, M14, HOP-92, EKVX
- CC(=O)OCCC12CCC(CC1Cl)C2(C)C (stereo not drawn)
  91.2, 107.6, 97.1, 97.6, 96.2, 103.6, 94.4, 113.8
- CCC(=O)Oc1ccc[nH]c1=O
  99.9, 97.8, 41.3, 98.1, 98.6, 99.7, 105.7, .
- CC1C=CCC2C(=O)OC(=O)C12 (stereo not drawn)
  92.8, 100.4, 103.2, 111.1, 53.9, 93.7, 86.7, .
- O=C(O)CCCn1c(=O)c2sc3ncccc3c2n2nnc(-c3ccccc3)c12
  104.3, 112.3, 99.0, 102.2, 85.6, 99.1, 88.5, 110.9
- CC(O)CN1CCN(CC(C)O)C(C)C1 (stereo not drawn)
  100.6, 104.2, 95.6, 88.4, 110.1, ., ., 183.1

# More results
SMILES	HOP-62	SK-MEL-5	LOX IMVI	A549/ATCC	CCRF-CEM	M14	HOP-92	EKVX
CCOC(=O)C1=C(C)NC(=O)NC1c1ccccc1 (stereo not drawn)	95.4&99.6&91.8&98.7	110.1&101.1&105.2&100.3	109.3&102.2&101.1&105.6	93.3&103.0&102.2&102.4	91.7&106.4&101.4&109.5	111.2&105.0&101.7&100.6	82.4&95.2&97.5	101.4&104.4&96.5
O=C(CCCC#Cc1cccc2nc(C3CC3)n(-c3ccccc3)c(=O)c12)NO	78.4	77.2	96.6	92.1	44.6	77.1	74.3	93.0
CN1CCN(Cc2ccc(NC(=O)c3cncc(C#Cc4cnccc4C#N)c3)cc2C(F)(F)F)CC1	76.8	54.0	12.4	90.4	59.0	25.4	36.0	66.4
C#C[C@]1(O)CC[C@H]2[C@@H]3CC=C4c5sc(-c6ccccc6)nc5CC[C@]4(C)[C@H]3CC[C@@]21C	99.5	97.4	74.9	100.7	67.4	78.9	77.0	92.8
CNC(=O)c1nc(Nc2ccc(NC(=O)Nc3ccc(Cl)c(C(F)(F)F)c3)cc2)c2ccccc2n1	84.7	97.4	96.9	103.0	103.4	96.2	112.6	109.5
COc1ccc(CSc2nc3ccc(Cl)cc3c(=O)n2-c2ccc(C)cc2)cc1	97.6	92.9	95.0	102.9	92.5	103.2	.	.
Nc1ccc(C(=O)NCCSCCN2CCOCC2)cc1	104.1	96.4	104.7	91.8	101.6	107.1	101.7	115.4
Cc1cc(N)c(N)cc1C	93.8	103.5	104.8	106.9	106.1	98.7	.	98.0
COc1ccc(-c2cnoc2-c2ccc(O)cc2O)cc1OC	90.1	106.7	94.5	92.0	.	114.3	71.6	88.2
Nc1ncnc2c1N=C(c1ccc(Br)cc1)CC(c1cccc(Nc3ccnc4cc(C(F)(F)F)ccc34)c1)N2 (stereo not drawn)	60.1	49.5	63.3	55.2	34.3	60.1	41.4	44.4
COc1ccc(C(=O)/C(=N/Nc2ccccc2)c2ccc(OC)cc2)cc1	102.5	98.1	92.1	85.4	94.1	101.6	82.1	91.7
CC1=CC2C(=O)C(C)(O)C1C1C(C)(O)C(=O)C=CC21C (stereo not drawn)	111.8	108.9	92.1	103.0	.	101.9	93.9	.
C=CCn1c(-c2ccc3nc(-c4ccc([N+](=O)[O-])cc4)[nH]c3c2)n[nH]c1=S	108.5	102.8	100.4	104.6	111.3	103.7	112.9	97.3
O=C1NC(=O)/C(=C/c2ccccc2OCc2cc3ccccc3nc2Cl)S1	33.6	67.6	.	76.9	53.9	120.0	56.8	88.0
O=C(Cn1nnc2ccccc21)N/N=C/c1cccc(O)c1O	39.6	55.3	22.4	75.8	13.3	48.8	81.5	67.7
O=C(O)c1ccc(-n2cc(/C=N/Nc3ccc(F)cc3)c(-c3cccc(C(F)(F)F)c3)n2)cc1	96.1	87.6	42.8	65.7	33.7	51.3	95.9	70.8
N#Cc1c(Cl)nc(SCC(=O)N2CCN(c3cc4c(cc3F)c(=O)c(C(=O)O)cn4C3CC3)CC2)nc1-c1ccc(F)cc1	97.9	99.7	100.2	101.2	98.0	111.5	98.5	106.8
Nc1cc(-c2ccccc2)nn1-c1nc(-c2ccc(Cl)c(Cl)c2)cs1	78.6	95.1	101.7	79.0	97.9	100.7	87.2	74.3
CC(CO)CC1CCC(C(C)(C)C)CC1 (stereo not drawn)	99.0	101.2	96.1	96.9	101.9	106.5	93.4	97.2
CC(=O)OCC1(C)OC(=O)N(CCc2ccccc2)C1=O (stereo not drawn)	103.6	101.9	102.4	97.5	104.8	101.7	90.5	112.6
COC1=CC(=Nc2cc(Br)c(O)c(Br)c2)C=CC1=O	107.4	107.1	60.7	109.3	104.8	106.8	99.3	98.0
Cc1ccc(-c2nnc(N3c4ccccc4C=Cc4ccccc43)o2)cc1	90.1	65.4	74.4	87.6	73.4	103.6	85.7	94.4
Cc1ccc2nc(-c3nc(-c4ccc(C(F)(F)F)cc4)n4ccccc34)[nH]c2c1	97.6	71.4	105.9	91.7	84.8	90.6	87.6	.
COc1cc(C2CC(c3cccc(Br)c3)=NN2C(C)=O)cc(OC)c1OC (stereo not drawn)	43.7	23.0	50.1	29.1	14.9	8.4*	78.3	52.7
COc1ccc(-c2ccc3c(C)nc4oc(-c5cc(OC)c(OC)c(OC)c5)nc4c3n2)cc1	71.3	62.7	63.2	72.8	83.9	95.5	71.9	91.8

# Next results follow:
SMILES	HOP-62	SK-MEL-5	LOX IMVI	A549/ATCC	CCRF-CEM	M14	HOP-92	EKVX
C[C@H]1C=C(C[C@@H](O)CCCCCCCCCC[C@@H](O)[C@H]2CCC(=O)O2)C(=O)O1	109.1	95.9	90.5	109.7	78.5	101.4	68.0	91.0
COC(=O)c1cc(NC(=O)Nc2cc(C(=O)OC)n(C)n2)nn1C	101.3	107.9	104.5	93.9	85.2	117.8	83.3	117.0
O=[N+]([O-])c1cccc(CO/N=C/c2ccccc2O)c1	89.7	87.7	93.1	86.8	19.0	113.5	86.6	87.3
O=c1c2ccccc2nc(COc2ccccc2)n1NS(=O)(=O)c1ccc(Cl)cc1	75.0	94.5	83.6	86.0	97.0	74.2	.	74.8
Clc1ccc(-c2ccnc3c2c(-c2ccc(Cl)cc2)nn3-c2ccccc2)cc1	101.6	99.4	103.1	103.4	107.2	95.9	105.0	107.2
CNc1nc2c(s1)C(c1cccc(F)c1)CC(=O)N2 (stereo not drawn)	93.3	100.6	98.4	106.3	104.3	106.2	93.4	103.0
Cc1cc(N=Nc2ccc(N=Nc3ccc(S(=O)(=O)O)cc3)cc2)cc(C(=O)O)c1O	104.5	106.1	92.0	103.3	105.1	99.4	108.6	97.4
Cc1ccc(C)c2c1SC1=NNC(N3CCOCC3)=C(C#N)C(=N)N12	97.6	95.5	97.0	98.8	97.2	111.9	.	106.9
O=C1NC(=S)S/C1=C\c1ccc(Cl)cc1Cl	103.7	52.2	91.9	78.7	.	98.6	15.4	88.0
CCOC(=O)/C=C(\C)Nc1ccc(NC(C)=O)cc1	89.7	86.9	98.3	104.3	79.5	94.7	87.6	93.2
COc1ccc2c(c1OC)C(=O)O[C@@H]2[C@H]1c2c(c(C#CC#Cc3ccc(OC(F)(F)F)cc3)c3c(c2OC)OCO3)CCN1C	52.5	45.8	26.1	64.4	50.8	48.6	66.3	75.7
O=C1c2ccccc2C(=O)N1Cc1ccc([N+](=O)[O-])cc1Cl	108.3	101.8	101.1	94.3	100.8	98.9	85.1	107.5
CCN(CC)CC1CN(/N=C/c2ccc([N+](=O)[O-])o2)C(=O)O1 (stereo not drawn)	101.1	98.4	94.4	.	108.7	108.6	92.8	114.3
C#CCOc1ccccc1C(OC(=O)c1ccc(F)cc1)C(=O)NC(C)(C)C(C)(C)C (stereo not drawn)	90.5	88.5	94.7	80.2	77.2	96.4	77.5	83.5
CCCCCCC/C=C/[C@H]1O[C@]2(O)C(=O)C=C3C[C@@H](O[C@@H]4O[C@H](CO)[C@@H](O)C(O)[C@@H]4O)C[C@@H]3[C@H]2C=C1C (stereo partly drawn)	1.4*	6.8*	-76.1*	59.8	9.3*	-23.6*	11.8	72.4
